NCI-60 one-dose screen, 48 h, at 10 µM unless noted. Numbers give growth in % (100 = growth as untreated, 0 = no growth, -100 = all killed).
SN12C – SN12C renal cancer cells; hit rate 3.8% among 81,000
RXF 393 – RXF 393 renal cancer cells | AID 1794773 | hit rate 6.9% among 77,000
IGROV1 – IGROV1 ovarian cancer. hit rate 4.7% among 79,000. AID 1794786
UO-31 – UO-31 renal cancer; AID 1794768; hit rate 5.2% among 81,000
TK-10 – TK-10 renal cancer cells; hit rate 3.9% among 81,000; AID 1794769
ACHN – ACHN renal cancer; hit rate 4.9% among 81,000
SK-OV-3 – SK-OV-3 ovarian cancer cells; hit rate 3.2% among 80,000
786-0 – 786-0 renal cancer cells; hit rate 5.1% among 81,000
Numbers without * were called inactive; . = not tested or not shown; & = joins results of further samples; [ ] = dose if it differs, or a comment. How the source made its calls: active means growth percent below 10; inactive means the rest.

SMILES | SN12C | RXF 393 | IGROV1 | UO-31 | TK-10 | ACHN | SK-OV-3 | 786-0
CC12c3ccccc3C(C)(c3ccccc31)C(NS(=O)(=O)c1ccc(Cl)c(Cl)c1)C2O (centres undefined) | 88 | 102 | 88 | 67 | 108 | 96 | 104 | 102
c1ccc(N=N/C(=N/Nc2ccccc2)c2ccccc2)cc1 | 104 | 103 | 90 | 99 | 116 | 111 | 95 | 100
C1=C\CCCCN2CC[C@H]3[C@H](CCCC/C=C\CCCN4C[C@@H](CCCCC/1)C[C@@H]3C4)C2 | 81 | -43* | -11* | 15 | 109 | 23 | 84 | 73
O=C1NCCS(=O)(=O)/C1=C\C=C\c1cccc(C(F)(F)F)c1 | 24 | 35 | 35 | 27 | 34 | 13 | 86 | 20
CCN(CC)c1ccc(Br)cc1 | 102 | 107 | 116 | 99 | 104 | 112 | 103 | 104
C=CC(=O)Nc1nc(-c2cccc(NS(=O)(=O)c3cccc4c(N(C)C)cccc34)c2)cs1 | -57* | -99* | -74* | -100* | -77* | -80* | 47 | -82*
COc1ccc(Nc2c(Nc3ccc(OC)cc3)c(=O)c2=O)cc1 | 103 | 98 | 104 | 94 | 106 | 103 | 98 | 108
Cc1ccc2nc(-c3ccc(N4C(=O)/C(=C/c5ccc(Cl)cc5)N=C4c4ccccc4)cc3)sc2c1 | 76 | 81 | 84 | 53 | 91 | 87 | 97 | 88
CC1=C(C(=O)Nc2ccccc2)C(c2ccc3c(c2)OCO3)NC(=O)N1 (centres undefined) | 95 | 129 | 105 | 85 | 104 | 105 | 109 | 102
CCOc1ccccc1/C=N\NC(=O)c1cccc2ccccc12 | 103 | 111 | 111 | 80 | 120 | 110 | 102 | 103
COc1cc(/C=C/C(=O)c2ccc(Cl)cc2)ccc1OS(=O)(=O)c1ccc(C)cc1 | 87 | 117 | 98 | 74 | 116 | 94 | 97 | 102
COc1ccc(Oc2nc(Nc3ccc(N4CCOCC4)cc3)ncc2NC(=O)c2ccc(OC)c(OC)c2)cc1 | 101 | 80 | 96 | 66 | 117 | 107 | 130 | 82

As a working copy, some entries already given:
SMILES | SN12C | RXF 393 | IGROV1 | UO-31 | TK-10 | ACHN | SK-OV-3 | 786-0
c1ccc(N=N/C(=N/Nc2ccccc2)c2ccccc2)cc1 | 104 | 103 | 90 | 99 | 116 | 111 | 95 | 100
C1=C\CCCCN2CC[C@H]3[C@H](CCCC/C=C\CCCN4C[C@@H](CCCCC/1)C[C@@H]3C4)C2 | 81 | -43* | -11* | 15 | 109 | 23 | 84 | 73
O=C1NCCS(=O)(=O)/C1=C\C=C\c1cccc(C(F)(F)F)c1 | 24 | 35 | 35 | 27 | 34 | 13 | 86 | 20
CCN(CC)c1ccc(Br)cc1 | 102 | 107 | 116 | 99 | 104 | 112 | 103 | 104
C=CC(=O)Nc1nc(-c2cccc(NS(=O)(=O)c3cccc4c(N(C)C)cccc34)c2)cs1 | -57* | -99* | -74* | -100* | -77* | -80* | 47 | -82*
COc1ccc(Nc2c(Nc3ccc(OC)cc3)c(=O)c2=O)cc1 | 103 | 98 | 104 | 94 | 106 | 103 | 98 | 108
Cc1ccc2nc(-c3ccc(N4C(=O)/C(=C/c5ccc(Cl)cc5)N=C4c4ccccc4)cc3)sc2c1 | 76 | 81 | 84 | 53 | 91 | 87 | 97 | 88
CC1=C(C(=O)Nc2ccccc2)C(c2ccc3c(c2)OCO3)NC(=O)N1 (centres undefined) | 95 | 129 | 105 | 85 | 104 | 105 | 109 | 102
CCOc1ccccc1/C=N\NC(=O)c1cccc2ccccc12 | 103 | 111 | 111 | 80 | 120 | 110 | 102 | 103
COc1cc(/C=C/C(=O)c2ccc(Cl)cc2)ccc1OS(=O)(=O)c1ccc(C)cc1 | 87 | 117 | 98 | 74 | 116 | 94 | 97 | 102

Next results
SMILES | SN12C | RXF 393 | IGROV1 | UO-31 | TK-10 | ACHN | SK-OV-3 | 786-0
Cc1nn(-c2ccccc2)c2nc(CCl)[nH]c(=O)c12 | 96 | 99 | 97 | -86* | 63 | 90 | 122 | 4.6*
S=C1SCN(Cc2ccccc2)CN1Cc1ccccc1 | 91 | 87 | 34 | 27 | 75 | 84 | 103 | 50
CCCCCCCCCCCCCCCCCC1=NCCCN1CCO | 97 | 124 | 105 | 93 | 116 | 112 | 98 | 104
CCOC(=O)c1[nH]c(=O)c2c(=O)[nH]c(-c3ccccc3)cc2c1O | 98 | 105 | 110 | 90 | 100 | 104 | 102 | 100
COc1cc(C2C(C#N)=C(c3c[nH]c4ccccc34)Nc3nc(N)[nH]c(=O)c32)cc(OC)c1OC (centres undefined) | 91 | 73 | 80 | 79 | 123 | 95 | 81 | 100
COc1ccc(C2c3ccc4ccccc4c3Oc3ncn(CCCN(C)C)c(=N)c32)cc1 (centres undefined) | 98 | 102 | 56 | 83 | 103 | 101 | 109 | 53
CN1c2ccncc2Sc2ccncc21 | 115 | 104 | . | 40 | 96 | 99 | 108 | 129
O=S1(=O)C(Cl)(Cl)S(=O)(=O)C(Cl)(Cl)S(=O)(=O)C1(Cl)Cl | 105 | 101 | 116 | 96 | 108 | 97 | 108 | 99
Fc1nc(F)c2sccc2n1 | 100 | 94 | 106 | 101 | 98 | 109 | 104 | 95
CC(O)CC(=O)c1ccc(O)cc1 (centres undefined) | 102 | 104 | 94 | 71 | 99 | 103 | 106 | 93
COC(=O)[C@@H](Cc1cnc[nH]1)NC(=O)/C=C/c1ccccc1 | 94 | 110 | 108 | 76 | 113 | 97 | 100 | 98
CCOC(=O)c1c(C)oc2cc3c(C(=O)OCC)c(C)oc3cc12 | 110 | 109 | 108 | 96 | 109 | 102 | 94 | 99
Cc1ccc(Cn2c(C)c(-c3ccccc3)c(-c3ccccc3)c2C)cc1 | 86 | 76 | 76 | 48 | 86 | 74 | 92 | 68
CSc1nc(NN)cc(-c2ccccc2)n1 | 104 | 105 | 114 | 90 | 139 | 112 | 109 | 110
O=C(/C=C\c1ccc([N+](=O)[O-])cc1)OCCCCOC(=O)/C=C/c1ccc([N+](=O)[O-])cc1 | 103 | 105 | 110 | 81 | 103 | 96 | 100 | 101
Cn1c(=O)c2c(nc(CNC(=O)c3ccccc3)n2C)n(C)c1=O | . | 124 | 88 | 99 | 110 | 112 | 106 | 121
CCCC(CCC)NCC(O)c1cc(-c2ccc(C(F)(F)F)cc2)nc(C(F)(F)F)c1 (centres undefined) | -79* | -97* | -23* | -45* | -64* | -60* | 52 | -62*
O=C(NNC(=O)c1cccc2ccccc12)c1ccc(Cl)cc1 | 103 | 110 | 108 | 95 | 108 | 108 | 105 | 97
O=C(O)c1ccc(-n2cc(/C=N/Nc3cc(F)ccc3F)c(-c3ccc(F)cc3F)n2)cc1 | 89 | 79 | 83 | 69 | 101 | 74 | 116 | 97
CC(=O)[C@@H]1CC[C@]2(C(=O)N3CCN(C)CC3)CC[C@]3(C)[C@H](CC[C@@H]4[C@@](C)(CCC#N)[C@H](C(C)=O)CC[C@]43C)[C@@H]12 | 102 | 108 | 101 | 95 | 110 | 108 | 107 | 107
[C-]#[N+]c1c(-c2ccc(OC)c(OC)c2)cc(-c2ccc(N)cc2)nc1N | 102 | 103 | 109 | 83 | 90 | 104 | 104 | 97
O=C(CC1(O)C(=O)Nc2ccccc21)c1ccc(NS(=O)(=O)c2ccccc2)cc1 (centres undefined) | 102 | 112 | 105 | 82 | 105 | 98 | 113 | 103
O=C(Nc1ccccn1)c1c(Cl)nc2n1CCS2(=O)=O | 97 | 114 | 63 | 109 | 105 | 107 | 121 | 104
Cc1ccc2oc(=O)cc(C(CC(=O)O)c3c(C)[nH][nH]c3=O)c2c1 (centres undefined) | . | 110 | 104 | 88 | 93 | 103 | 102 | 98
CCOc1ccccc1-c1cc(-c2cccc(Cl)c2)c(C#N)c(=O)[nH]1 | 89 | 81 | 87 | 76 | 95 | 94 | 94 | 89
Cn1cc(-c2ccc3ncc(-c4ccc(CC(=O)Nc5cc(C(C)(C)C)nn5C)cc4)cc3c2)cn1 | 17[30 µM] | . | 7.8*[30 µM] | 7.5*[30 µM] | 41[30 µM] | 8.7*[30 µM] | 13[30 µM] | 40[30 µM]
CCCn1c(=O)[nH]c(N)c([C@H]2c3ccccc3Oc3[nH]c(=O)n(CCC)c(=O)c32)c1=O | . | 98 | 89 | 79 | 79 | 74 | 104 | 83
COc1cc(N)c2ncccc2c1Br | 110 | 101 | 135 | 81 | 112 | 88 | 108 | 98
Clc1ccc2[nH]cc(-c3cncn3CCc3ccc4c(c3)OCO4)c2c1 | 77 | 55 | 77 | 52 | 97 | 78 | 81 | 74
O=C(Nc1nc(-c2ccc(Br)cc2)cs1)c1cc(-c2ccc(Cl)cc2)nc2ccccc12 | 87 | 85 | 77 | 58 | 89 | 79 | 41 | 83
Cc1nc2ncc(-c3nnc(SCc4ccccc4)o3)c(=O)n2[nH]1 | 98 | 100 | 105 | 81 | 101 | 100 | 86 | 108
CCCCC[n+]1ccc(SCC(=O)N(C)Cc2ccccc2)c2ccccc21 | 101 | . | 107 | 91 | 97 | 105 | 110 | 106
CCCCN(CCCC)CC(O)c1c(OC)ccc2ccccc12 (centres undefined) | 84 | 97 | 61 | 70 | 99 | 98 | 98 | 98
Cc1ccc(S(=O)(=O)OCC2OCOC3C(CI)OCOC23)cc1 (centres undefined) | 108 | 110 | 106 | 81 | 99 | 98 | 94 | 96
CCCc1cc(=O)nc2nncc(-c3ccccc3)n12 | 100 | 105 | 109 | 82 | 96 | 99 | 101 | 88
CC(C)(O)CCCCOc1ccccc1 | 100 | 96 | 117 | 86 | 117 | 102 | 106 | 103
O=C(CCN1C(=O)/C(=C/c2ccc(Cl)cc2)SC1=S)NCCCN1CCOCC1 | 98 | 109 | 110 | 85 | 110 | 91 | 88 | 107
Cc1ccc(C(=O)C2CC2)cc1C | 94 | 105 | 114 | 97 | 90 | 101 | 103 | 106
COc1ccc(S(=O)(=O)N2CCCC(C(=O)Nc3nc4ccc(NC(=O)c5ccc(F)c(OC)c5F)cc4s3)C2)cc1 (centres undefined) | 91 | 30 | 78 | 67 | 117 | 87 | 92 | 74
COc1cc2c(cc1C)NC(=O)/C2=C\c1c[nH]c2ccccc12 | 68 | 47 | -6.1* | 28 | 84 | 62 | 97 | 65
CCCCOC(=O)c1ccc(NC(=O)CCN2CCOCC2)cc1 | 74 | 104 | 84 | 48 | 86 | 92 | 92 | 92
COc1ccc2cc(C#Cc3ccc(-n4c(/C=C/c5c(Cl)cccc5Cl)nc5ccccc5c4=O)c(C)c3)ccc2c1 | 103 | 124 | 117 | 75 | 117 | 105 | 105 | 112
Cc1ccc(-c2nc3ccc(Cl)cn3c2NC2CCCCC2)o1 | 87 | 83 | 62 | 59 | 88 | 83 | 72 | 88
CCCOC(=O)c1c(C)n(C)c2scc[n+]12 | 92 | 68 | 16 | 81 | 104 | 86 | 94 | 63
CN(C)Cc1ccc(O)c(C(=O)O)c1 | 109 | 122 | 96 | 96 | 71 | 101 | 106 | 107
COc1ccc(/C=C(\Cc2nc3ccccc3[nH]2)C(=O)c2nc3ccccc3[nH]2)cc1 | 98 | 101 | 105 | 76 | 109 | 96 | 95 | 93
CCCCCCCCn1cc[n+](C)c1 | 94 | 78 | 96 | 85 | 78 | 76 | 98 | 76
Cc1nn(-c2ccc(Cl)cc2)c(C)c1N=Nc1ccc(Br)cc1 | 103 | 112 | 100 | 92 | 95 | 91 | 97 | 93
C[C@]12CCC(=O)C=C1CC[C@@H]1[C@@H]2[C@@H](O)C[C@@]2(C)[C@H]1CC[C@]2(O)C(=O)COC(=O)C(c1ccccc1)c1ccccc1 | 68 | 74 | . | 53 | 101 | 76 | 84 | 101
COc1ccc(C(N)CCc2cccc(OC)c2OC)cc1 (centres undefined) | 100 | 113 | 93 | 86 | 95 | 99 | 94 | 91
O=C(Nc1ccc(Cl)cc1C(=O)c1ccccn1)c1ccccc1 | 100 | 107 | 86 | 78 | 117 | 99 | 101 | 101
Oc1[nH]c2ccc(Cl)cc2c1/C=c1/cc2c(c(-c3ccc(F)cc3)n1)=Nc1ccccc1-2 | 100 | 95 | 100 | 61 | 116 | 92 | 107 | 87
CCOC(=O)C(=Cc1c(-c2ccccc2)[nH]c2ccccc12)C(=O)OCC | 66 | 52 | 35 | 34 | 92 | 54 | 95 | 90
COc1ccc(NC(=O)CC[C@H](NC(=O)OC(C)(C)C)C(=O)OC(C)(C)C)cc1C(=O)Nc1cccc(C2CC(=O)c3c(cc(OC)c(OC)c3OC)O2)c1 (some centres undefined) | 93 | 94 | 98 | 63 | 103 | 93 | 95 | 96
CNc1ccccc1C(=O)N/N=C/C=C/c1ccccc1 | 49 | . | 23 | 44 | 31 | 58 | 7.5* | 35
Nc1cc2ccccc2c(=O)n1NC(=O)c1ccc(F)cc1 | 100 | 109 | 110 | 89 | 99 | 101 | 90 | 95
Nc1cccc(CC(N)C(=O)O)c1 (centres undefined) | 97 | 101 | 110 | 92 | 84 | 101 | 95 | 95
CCOC(=O)CC(C(=O)OCC)n1c(O)c(C=Nc2cccnc2)sc1=S (centres undefined) | 99 | 113 | 101 | 98 | 90 | 102 | 91 | 101
O=C(N/N=C\c1ccc(O)cc1)C(=O)N/N=C\c1ccc(O)cc1 | 89&99 | 125&113 | 103&123 | 93&76 | 118&116 | 94&102 | 103&101 | 107&99
Cc1ccc(NC(=O)C23C4C5C2C2C3C4C52CN2CCN(C)CC2)cc1Nc1nccc(-c2cccnc2)n1 (centres undefined) | 106 | 115 | 106 | 85 | 109 | 96 | 108 | 91
CC1=C2C3OC(=O)C(C)C3CCC2(C)C=C(Br)C1=O (centres undefined) | 100 | 92 | 108 | 76 | 105 | 92 | 100 | 108
c1ccc(CCNc2nc(-c3ccccc3)n3ncc(NCCc4ccccc4)c3n2)cc1 | 77 | 106 | 87 | 85 | 87 | 86 | 73 | 76
CC1(C)OC2OC(C3COC(=O)O3)C(OC(=O)c3ccccc3)C2O1 (centres undefined) | 106 | 112 | 111 | 75 | 105 | 103 | 124 | 106

Source: PubChem

No enrichment for hits (roughly 9.6% active in at least one column).
